# Anesthetic bind: candidate novel general anesthetic via apoferritin binding | Potency, µM (highest dose often 77.5 µM), without a hit: top-dose activity change, negative = displacement, usual class: inhibitors | apoferritin/1-aminoanthracene competitive binding, fluorescence | actives 0.074% (n = 350,000); note: potency is the fitted concentration of half-maximal effect; % is set by controls: 0 for no effect and ±100 for the full control effect; nearly all actives have a fitted effect of over 20% in size
#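 10 uM apoferritin + 50% sat. 1-AMA, PBS; cpd 10 min RT; Ex380/Em535 endpoint; normalized to free probe vs complex; 4-param Hill fit; propofol titration as pos. ctrl.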
# BLM inh: inhibitors of human Bloom syndrome helicase BLM. P54132. recombinant BLM DNA unwinding, fluorescence dequenching. Potency, µM (titrated, usually from 56.1 µM), without a hit: at the highest dose activity change, negative = inhibition, hits mostly inhibitors. actives 0.2% (n = 350,000). AID 2528;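 note: potency is the fitted concentration of half-maximal effect; plate controls were vehicle for no effect and no enzyme for full effect; nearly all actives have a fitted effect of over 35% in size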
# Target sequence (P54132 whole entry, looked up): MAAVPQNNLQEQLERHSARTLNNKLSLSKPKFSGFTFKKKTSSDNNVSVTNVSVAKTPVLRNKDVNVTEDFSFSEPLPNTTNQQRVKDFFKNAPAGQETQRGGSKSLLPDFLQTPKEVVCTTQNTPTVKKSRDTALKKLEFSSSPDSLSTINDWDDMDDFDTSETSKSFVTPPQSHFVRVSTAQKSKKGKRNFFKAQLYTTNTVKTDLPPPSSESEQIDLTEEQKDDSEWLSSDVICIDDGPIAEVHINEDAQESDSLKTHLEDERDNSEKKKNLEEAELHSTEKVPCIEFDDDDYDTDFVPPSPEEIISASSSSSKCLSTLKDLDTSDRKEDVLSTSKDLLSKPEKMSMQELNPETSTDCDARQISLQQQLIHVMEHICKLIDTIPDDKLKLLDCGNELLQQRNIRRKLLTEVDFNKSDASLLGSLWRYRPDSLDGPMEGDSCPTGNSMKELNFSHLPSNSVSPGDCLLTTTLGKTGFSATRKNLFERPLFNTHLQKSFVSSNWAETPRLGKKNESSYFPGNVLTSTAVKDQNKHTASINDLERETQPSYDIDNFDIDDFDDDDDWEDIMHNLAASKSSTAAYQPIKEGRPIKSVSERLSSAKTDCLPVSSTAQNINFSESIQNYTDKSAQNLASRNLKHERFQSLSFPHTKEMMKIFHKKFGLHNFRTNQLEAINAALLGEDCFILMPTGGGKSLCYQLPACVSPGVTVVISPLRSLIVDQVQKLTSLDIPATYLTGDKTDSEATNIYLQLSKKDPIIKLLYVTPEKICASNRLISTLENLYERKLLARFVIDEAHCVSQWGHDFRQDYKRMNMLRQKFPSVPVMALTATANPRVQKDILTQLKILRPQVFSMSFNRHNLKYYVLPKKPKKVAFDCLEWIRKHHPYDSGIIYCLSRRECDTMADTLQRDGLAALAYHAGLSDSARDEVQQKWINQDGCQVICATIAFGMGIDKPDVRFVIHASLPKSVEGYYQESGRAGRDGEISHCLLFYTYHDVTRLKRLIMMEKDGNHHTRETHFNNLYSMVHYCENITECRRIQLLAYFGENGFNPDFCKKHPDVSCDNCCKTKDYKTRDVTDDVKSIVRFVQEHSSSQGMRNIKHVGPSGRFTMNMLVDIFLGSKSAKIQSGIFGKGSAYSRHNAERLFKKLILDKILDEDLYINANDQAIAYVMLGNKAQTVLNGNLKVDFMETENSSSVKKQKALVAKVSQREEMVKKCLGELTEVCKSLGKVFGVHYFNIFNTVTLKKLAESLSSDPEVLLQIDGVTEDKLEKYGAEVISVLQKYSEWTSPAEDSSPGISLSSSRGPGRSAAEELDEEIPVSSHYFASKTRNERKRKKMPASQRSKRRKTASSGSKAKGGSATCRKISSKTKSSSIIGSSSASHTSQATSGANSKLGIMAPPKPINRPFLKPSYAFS
# LDHA block: LDHA (human) enzyme inhibition. actives 0.15% (n = 480,000). purified LDHA, NADH/diaphorase-resazurin fluorescence; active compounds read low. activity change, % (values are at about 110 or 230 µM); in the data active = activity change below about -30%; inconclusive = mostly about -25% to -30%;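 note: plate controls were DMSO wells for no effect and wells without enzyme for full effect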
#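 LDH5 2 nM; NADH 0.06 mM, pyruvate 0.2 mM; 200 mM Tris pH 7.4, EDTA, Tween-20; 5 min RT. Detection: diaphorase 0.133 mg/mL + resazurin 37 µM, fluorescence ex540/em590 at 0 and 20 min; normalized to enzyme-free and DMSO wells.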
# Pol iota inh: blocks human DNA polymerase iota activity | Q9UNA4 | Potency, µM (doses to about 115 µM), for the others: top-dose activity, negative = inhibition, hits mostly inhibitors | Pol iota fluorescent replication assay, 10 min | actives 1% (n = 390,000); note: potency is the fitted concentration of half-maximal effect
#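 Fluorescent replication assay read twice, at 0 min and 10 min after adding 50 nM (final) substrate. Enzyme (10 nM) and compounds were first incubated 15 min at room temperature; enzyme-free buffer wells were negative controls.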
# POLH inh: blocks human DNA polymerase eta activity | Q9Y253 | recombinant Pol eta, fluorescent DNA replication assay | Potency, µM (series often up to 114 µM), for the others: at the highest dose activity change, negative = inhibition, most hits filed as inhibitors | actives 1.2% (n = 390,000) | AID 588591; note: potency is the fitted concentration of half-maximal effect; % is set by controls: 0 for no effect and ±100 for the full control effect
#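 Pol eta at 10 nM preincubated with compounds 15 min at room temperature; reaction started with fluorescent substrate (50 nM final) and read kinetically at 0 and 10 min.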
# APEX1 inh: inhibitors of human APE1 endonuclease. P27695. recombinant APE1, TAMRA/BHQ-2 abasic DNA cleavage fluorescence. Potency, µM (doses to about 65.8 µM), without a hit: at the highest dose activity change, negative = inhibition, hits mostly inhibitors. actives 0.35% (n = 350,000);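 note: potency is the fitted concentration of half-maximal effect; plate controls were vehicle for no effect and reference inhibitor for full effect; nearly all actives have a fitted effect of over 55% in size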
#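 Incision of a quenched TAMRA/BHQ-2 THF abasic-site duplex (50 nM) by 0.75 nM APE1, after 15 min compound preincubation, measured as fluorescence increase over three 60 s reads. Values normalized to buffer, DMSO and NSC13755 control wells.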
# Pol beta inh: inhibitors of human DNA polymerase beta; Pol beta primer extension/strand displacement, fluorescence kinetic; Potency, µM (top dose mostly 114 µM), without a hit: at the highest dose activity change, negative = inhibition, actives largely listed as inhibitors; actives 1.3% (n = 340,000); AID 485314; note: potency is the fitted concentration of half-maximal effect; % is set by controls: 0 for no effect and ±100 for the full control effect
#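 Curves were derived by four-parameter Hill fits of normalized qHTS data. The kinetic fluorescent primer-extension read was taken at 0 and 10 min after 50 nM substrate, following a 15 min room-temperature preincubation of 10 nM enzyme with compounds.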
# Glioma ERSR ind: inducers of ER stress response in human glioma cells | U87-MG GRP78 promoter luciferase reporter, 16 h | Potency, µM, for inactives: at the top dose activation, actives largely listed as activators | actives 0.02% (n = 420,000) | AID 602332; note: potency is the fitted concentration of half-maximal effect; series mostly up to about 76 µM; % of control where 0% means no effect; nearly all actives have a fitted effect of over 35% in size
#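 ERSR induction read as luciferase luminescence (Bright-Glo, 10 min at room temperature) in stably transfected human U87-MG glioma cells exposed to compounds for 16 h, using GRP78 as sensor.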
# POLK inh: blocks human DNA polymerase kappa activity | Q9UBT6 | purified Pol kappa, fluorescent DNA synthesis assay, 10 min | Potency, µM (titrated, usually from 107 µM), for the others: at the highest dose activity, negative = inhibition, actives largely listed as inhibitors | actives 0.53% (n = 400,000); note: potency is the fitted concentration of half-maximal effect; % is set by controls: 0 for no effect and ±100 for the full control effect
#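 First, compounds were pin-transferred onto 10 nM Pol kappa. After 15 min at room temperature, substrate was added to 50 nM final. Fluorescence was then measured kinetically at 0 and 10 min.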
# An asterisk follows results filed as active; ? = inconclusive; / = no result given; & = joins results of further samples; [ ] = dose if it differs, or a comment. Unless noted, calls come from the whole dose curve; as a rule, active = well fitted curve in the direction sought with a large enough effect; inconclusive = small, poorly fitted or top-dose-only effect, or another doubt; inactive = no such curve, though single readings can be large; an effect the other way counts as inactive or inconclusive. This is a subset. The share of hits here may be higher or lower than overall.
item	SMILES	Anesthetic bind	BLM inh	LDHA block	Pol iota inh	POLH inh	APEX1 inh	Pol beta inh	Glioma ERSR ind	POLK inh
1	CCC(C(=O)Nc1nnc2n1CCS2)c1ccccc1 (centres undefined)	-8.3%	-1.9%	-4.0	-3.9%	2.7%	/	4.7%	-0.7%	-6.2%[60.1 µM]
2	Cc1ccc2oc(=O)c3cnn(CC(=O)NC4CCC(C)CC4)c3c2c1 (centres undefined)	0.1%	1.6%	1.2	20.9%	0.4%	-4.3%	-1.5%	-2.0%	8.8%
3	COc1ccc(C=NOCC(=O)OCC(=O)Nc2ccc(OC)cc2)cc1	/	/	-8.0	7.4%	-17.4%	-1.8%	/	-4.3%	-2.2%
4	CCOC(=O)/C(C#N)=C/c1c(Oc2cc(C)cc(C)c2)nc2ccccn2c1=O	1.2%	5.8%	-5.2	6.2%	-17.1%	6.0%	27.9%	-3.4%	-6.6%
5	C=C(C)CCC(C)N1CCC(n2nccc2NC(=O)CCOc2ccccc2)CC1 (centres undefined)	-12.3%	-0.8%	-0.2	11.3%	-4.8%	-16.5%	3.4%	-6.1%	-8.7%
6	COc1ccccc1/C=C/C=N/NC(=O)c1cc(-c2ccc(C)o2)[nH]n1	-8.1%	-5.1%	-1.3	?	-22.0%	-5.5%	-23.6%	-2.7%	-24.5%
7	O=C(c1cccnc1Nc1ccc2c(c1)CCC2)N1CCOCC1	-15.6%	-4.7%	-1.3	29.0%	-2.4%	-11.6%	1.3%	-0.6%	0.0%
8	CC/C(O)=C1\C(=O)CC(c2ccccc2)CC1=NCCc1c(C)[nH]c2ccc(C)cc12 (centres undefined)	-13.5%	2.3%	-7.4	26.7%	?	-1.4%	0.5%	1.3%	-12.4%
9	COc1cc(/C=C/c2nc3ccccc3c(=O)[nH]2)ccc1OC(F)F	3.6%	-8.5%	-3.3	-3.2%	-12.3%	18.6%	-20.4%	3.3%	-2.0%
10	CC1(C)CSC(=S)N1S(=O)(=O)c1ccccc1	?	-2.0%	-3.2	12.2%	7.9%	1.6%	1.6%	-3.7%	5.0%
11	CCc1ccccc1NC1=NCC(=O)N1Cc1ccc(OC)cc1	-12.2%	-4.1%	2.0	?	-7.2%	-3.4%	-1.1%	-3.6%	-13.5%
12	CCOc1ccc(C2N(c3cc(Cl)ccc3OC)C(=O)C3CCCN32)cc1OC (centres undefined)	-6.5%	-0.5%	-2.0	-16.3%	-10.7%	-10.9%	-19.6%	-1.9%	-18.2%
13	CCN(CC)CCNC(=O)CCc1n[nH]c(=O)c2ccccc12	-14.4%	2.1%	-3.8	16.8%	4.6%	-5.5%	6.5%	-7.6%	-5.1%
14	CN(C1CCCCC1)S(=O)(=O)c1ccc(C(=O)O)cc1	-8.5%	0.8%	-2.9	9.7%	10.3%	-9.9%	-15.3%	1.0%	-10.0%
15	CCSc1nnc(NC(=O)COc2ccccc2)s1	-3.7%	-1.6%	-3.1	?	-3.2%	-1.3%	17.9%	5.3%	-4.8%
16	CC(C)CNC(=O)C(=O)Nc1cc2c3c(c1)CCC(=O)N3CCC2	-3.8%	0.9%	-4.5	?	3.2%	8.2%	15.5%	-1.0%	-26.1%
17	C=C1C[C@H]2[C@@H]3C=C(C)C4=CC(=O)CC[C@]4(C)[C@H]3CC[C@]2(C)[C@@]1(OC(C)=O)C(C)=O	-16.5%	-2.4%	-6.9	5.3%	-20.2%	-8.7%&17.0%	/	1.9%&-1.1%	-11.7%
18	COc1ccc(/C=C2/CC/C(=C\c3ccc(OC)c(OC)c3OC)C2=O)c(OC)c1OC	-14.2%	-6.4%	-0.4	9.2%	?	1.2%	?	-2.7%	-13.9%
19	Cc1ccc(N2CC(C(=O)Nc3ccc(N4CCOCC4)cc3)CC2=O)cc1C (centres undefined)	6.5%	-2.0%	-1.7	48.3%[activator]	-12.7%	-3.2%	-1.5%	-3.1%	6.1%
20	CCNS(=O)(=O)c1ccc2nc(NC(=O)c3cccnc3)sc2c1	-8.1%	-1.3%	-5.6	8.5%	-9.8%	-2.4%	-0.3%	1.9%	-10.6%
21	O=C(NC(=S)Nc1ccc(C(=O)N2CCOCC2)cc1)c1ccc([N+](=O)[O-])cc1	-14.2%	-3.7%	-12.8	?	-14.0%	-6.4%	0.7%	-2.2%	-17.6%
22	Cc1ccnc(N2CCC(C(=O)NNC(=O)c3ccncc3)CC2)n1	-1.9%	0.5%	-15.4	2.4%	-6.3%	0.4%	-2.5%	0.9%	-10.6%
23	Cn1c(=O)c2cc(S(=O)(=O)Nc3cccc(F)c3)ccc2n(C)c1=O	-15.0%	1.0%	-1.8	37.2%[activator]	-11.0%	-0.7%	10.4%	-2.9%	-6.0%
24	O=C(Nc1c2c(nn1-c1ccccc1)CS(=O)(=O)C2)c1ccc2c(c1)OCO2	-4.5%	-6.5%	1.7	33.1%[activator]	-18.6%	9.1%	-6.5%	-3.1%	1.4%
25	C=CCc1ccccc1OCC(O)CN1CCN(c2ccccc2)CC1 (centres undefined)	51.0%	-5.2%	5.2	79.4µM*	-17.7%	/	-4.8%	-2.4%	?
26	O=C(Nc1ccc(OC(F)F)cc1)c1cc(S(=O)(=O)N2CCOCC2)ccc1F	-21.8%	-6.4%	-3.7	5.1%	-13.9%	3.4%	20.0%	-2.2%	-5.2%
27	CCS(=O)(=O)n1nc(-c2ccc(Cl)cc2)nc1N	-13.5%	6.1%	-12.6&13.1	5.5%	-6.8%	0.9%	-7.7%	0.7%	-6.1%
28	CSc1ccc(CCNC(=O)c2cnc3c(C)cccn3c2=O)cc1	-5.8%	-0.1%	5.6	16.8%	-8.9%	/	9.2%	-2.3%	-1.5%[60.1 µM]
29	O=C(c1ccc(-c2ccc([N+](=O)[O-])cc2)o1)N1CCCCCCC1	/	/	3.0	?	?	3.7%	/	9.3%	?
30	O=C(NCc1ccco1)C1CCN(c2nnc(-n3cccc3)s2)CC1	3.3%	-12.1%	-5.7	?	?	-1.5%	?	4.7%	-5.7%
31	Cn1cnnc1SCC(=O)NC1CCCC1	0.7%	0.2%	-1.0	49.5%[activator]	-8.2%	53.5%[activator]	1.4%	1.4%	-6.0%
32	Nc1cccc2cccc([N+](=O)[O-])c12	/	/	19.1	4.8%	-20.2%	/	/	2.1%	-21.9%
33	O=C(CCc1nnc2ccc(NCc3ccccc3)nn12)NCC1CCN(C2CCCC2)C1 (centres undefined)	-7.8%	3.0%	-3.0	-21.9%	-4.7%	21.5%	7.5%	1.2%	-30.4%
34	NS(=O)(=O)c1cccc(NC(=O)CSc2nn(-c3ccccc3)c(=S)s2)c1	-21.5%	-8.1%	-12.2	12.1%	-22.0%	-7.6%	-11.9%	-4.3%	-4.8%
35	CC1CCCCC1NC(=O)c1ccc(-n2cncn2)cc1 (centres undefined)	/	/	-1.7	17.9%	3.5%	1.8%	/	-3.5%	5.4%
36	COc1ccc(C)cc1NC(=O)Cn1c(=O)ccc2cc(S(=O)(=O)N3CCCC3)ccc21	0.1%	-1.6%	-3.0	-1.7%	2.0%	/	8.1%	-2.3%	-3.7%[60.1 µM]
37	COc1cc(OC)cc(C(=O)Nc2ccc3c(c2)n(C)c(=O)n3C)c1	-5.3%	-3.0%	-1.8	-2.3%	-11.9%	17.7%	-0.4%	5.0%	3.4%
38	Cc1cc(C(=O)CN2CCN(CC(=O)Nc3cccc(F)c3)CC2)c(C)n1C1CC1	/	/	-0.9	15.3%	-13.2%	41.0%[activator]	/	-3.6%	-3.7%
39	COc1cc(NC(=S)NCc2ccc(S(N)(=O)=O)cc2)c(OC)cc1Cl	-7.5%	-0.2%	-9.6	8.7%	-17.7%	-0.7%	2.3%	-3.3%	-11.4%
40	NNC(=O)c1[nH]c(-c2ccccc2)cc1-c1ccccc1	-3.0%	-2.2%	-1.0	1.6%	-18.4%	-13.2%	2.7%	3.5%	-7.8%
41	COc1ccccc1N1CCN(C(=O)c2ccc3c(=O)n4c(nc3c2)CCCCC4)CC1	/	/	-2.1	7.6%	-13.7%	-2.6%	/	-0.9%	8.5%
42	COc1ccc(N2C(=O)c3ccccc3NC23CCC(C)CC3)cc1 (centres undefined)	-3.7%	0.6%	-1.9	-0.6%	-8.2%	4.3%	0.1%	3.2%	-12.3%
43	Cc1ccsc1C(=O)OCc1nnc(-c2ccccc2)o1	/	/	-4.7	30.6%[activator]	-4.0%	-12.4%	/	-1.7%	-18.0%
44	Cc1nc(C(F)(F)F)nc(Nc2ccc(Br)cc2)c1C#N	-2.4%	-3.2%	-5.5	13.3%	-17.0%	-1.4%	-1.0%	-3.0%	-18.7%
45	CC1(C)NC(=O)N(CCOCCOc2ccc3ccccc3c2Br)C1=O	-21.5%	-5.3%	0.6	22.6%	-26.3%	17.9%	4.0%	5.3%	-4.7%
46	O=C(O)/C=C/C(=O)N1CCN(C(c2ccccc2)c2ccccc2)CC1	-11.6%	2.1%	-4.1	6.4%	-3.8%	-4.5%	1.9%	-2.3%	-11.3%
47	COc1ccc(NC(=O)COC(=O)c2cc(OC)c(OC)cc2NC(=O)c2ccco2)cc1OC	-6.7%	3.7%	-3.7	23.6%	-2.7%	-0.6%	7.6%	-5.9%	-2.9%
48	NC1=NC(c2cccc(Cl)c2)N(CCc2ccc(F)cc2)C(N)=N1 (centres undefined)	-7.6%	1.4%	-8.7	8.6%	-2.0%	14.6%	20.7%	-2.6%	-19.1%

# Shown with one line to a screen: two of the compounds above.
8) CC/C(O)=C1\C(=O)CC(c2ccccc2)CC1=NCCc1c(C)[nH]c2ccc(C)cc12 (centres undefined)
9) COc1cc(/C=C/c2nc3ccccc3c(=O)[nH]2)ccc1OC(F)F

assay / compound	8	9
Anesthetic bind	-13.5%	3.6%
BLM inh	2.3%	-8.5%
LDHA block	-7.4	-3.3
Pol iota inh	26.7%	-3.2%
POLH inh	?	-12.3%
APEX1 inh	-1.4%	18.6%
Pol beta inh	0.5%	-20.4%
Glioma ERSR ind	1.3%	3.3%
POLK inh	-12.4%	-2.0%

# Screens deposited in PubChem BioAssay by National Center for Advancing Translational Sciences (NCATS).
